Bioassay records from PubChem BioAssay.
CYP2C19 act = cytochrome P450 2C19 (human) activation | recombinant CYP2C19, luciferin-H EGE luminescence; stronger effect = higher value; 0 = fully inhibited enzyme, 1 = untreated enzyme | 96,000 tested, under 10 active | activation factor at 5 µM;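 active = activation factor of at least 2 at 5 µM in the primary screen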;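 also: 0 = wells with 2.5 mM tranylcypromine and 1 = vehicle-only wells; values of inactives mirror those of a sister screen read the other way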
CYP2C9 act = increases human cytochrome P450 2C9 activity. activation factor at 5 µM. recombinant CYP2C9, luciferin-H conversion, luminescence; stronger effect = higher value; factor 1 = untreated enzyme, 0 = blocked. 96,000 tested, 1.4% active. P11712;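 active = activation factor of 2 or more for CYP2C9 at a 5 µM dose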;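 also: 0 = sulfaphenazole-blocked wells and 1 = vehicle-only wells; values of inactives mirror those of a sister screen read the other way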
EphB4 antag = blocks human EphB4 binding to ephrin-B2. P54760. inhibition, % at 7 µM. 97,000 tested, 0.15% active. AID 720. EphB4 LBD / TNYL-RAW-Alexa532 peptide, fluorescence polarization;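 active = inhibition above the screen-wide mean inhibition plus 3 SD, cut at about 15% in these data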;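 also: 0% = DMSO wells and 100% = excess unlabeled TNYL-RAW peptide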
HIV Rev-RRE inh = inhibitors of HIV-1 Rev-RRE RNA interaction | Rev peptide-RRE RNA binding, FRET | inhibition, % at 8 µM | 97,000 tested, 0.79% active | AID 704;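 active = inhibition above the screen-wide mean plus 3 SD, cut at about 35% in these data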;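 also: 0% = median DMSO wells and 100% = median Neomycin B control wells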
Target sequence (P05866 whole entry, looked up): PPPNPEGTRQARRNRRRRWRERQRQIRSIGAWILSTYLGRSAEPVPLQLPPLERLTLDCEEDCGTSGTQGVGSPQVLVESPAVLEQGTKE
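Test system: labelled RRE RNA duplex and labelled Rev peptide. Times: 5 min compound–RNA preincubation, then 15 min with peptide, 25 °C. Doses: single-dose 8 µM. Measured by: FRET, excitation 480 nm, emission 540 nm donor and 671 nm acceptor. Measure: % inhibition of FRET ratio versus controls.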
CYP2C9 inhib = human CYP2C9 inhibition | inhibition, % at 5 µM | CYP2C9 Supersomes, luciferin-H conversion, luminescence | 96,000 tested, 20% active | P11712;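 active = blocking of liver enzyme CYP2C9 beyond about 50% at 5 µM, limit read from the data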; also: values of inactives mirror those of a sister screen read the other way
PLAP act = human PLAP activation; P05187; AID 696; activation fold at 20 µM; 96,000 tested, 1.2% active; purified PLAP enzyme, luminescent substrate read-out; stronger effect = higher value; in the data active = activation fold above about 2
Target sequence (P05187 whole entry, looked up): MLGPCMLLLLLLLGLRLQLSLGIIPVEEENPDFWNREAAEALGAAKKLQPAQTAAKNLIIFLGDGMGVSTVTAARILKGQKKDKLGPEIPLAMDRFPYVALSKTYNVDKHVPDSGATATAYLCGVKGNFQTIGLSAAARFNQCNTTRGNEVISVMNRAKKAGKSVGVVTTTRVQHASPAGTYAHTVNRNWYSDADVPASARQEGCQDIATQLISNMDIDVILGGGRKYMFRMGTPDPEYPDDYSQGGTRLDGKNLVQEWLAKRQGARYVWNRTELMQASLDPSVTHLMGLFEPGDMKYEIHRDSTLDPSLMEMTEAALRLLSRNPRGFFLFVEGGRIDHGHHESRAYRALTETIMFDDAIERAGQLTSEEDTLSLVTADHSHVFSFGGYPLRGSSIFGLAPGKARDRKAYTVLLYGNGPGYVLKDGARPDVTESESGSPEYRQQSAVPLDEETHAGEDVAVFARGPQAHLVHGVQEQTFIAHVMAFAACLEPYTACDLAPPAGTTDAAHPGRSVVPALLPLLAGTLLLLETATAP
PLK1 inh = blocks human PLK1 kinase activity; P53350; recombinant PLK1 kinase, TR-FRET peptide phosphorylation; inhibition, % at 10 µM; 97,000 tested, 0.53% active;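 active = inhibition of 50% or more in the single-concentration screen; inactive = inhibition below 50%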;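 also: 0% = DMSO max control and 100% = H-89 dihydrochloride min control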
Plk1 PBD FP = blocks phosphopeptide binding to human Plk1 polo box domain | Plk1 PBD phosphopeptide binding, fluorescence polarization | inhibition, %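 (tested at about 20 µM)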 | 97,000 tested, 0.13% active; in the data active = inhibition above about 34%, passing the limit was not always enough
CYP2C19 inhib = inhibitors of human CYP2C19; P33261; CYP2C19 Supersomes, luciferin-H EGE luminescence, 30 min; inhibition, % at 5 µM; 96,000 tested, 21% active;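 active = CYP2C19 inhibition above a set limit at 5 µM in the primary screen, cut at about 50% in these data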;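 also: plate controls were negative control wells for no effect and 2.5 mM tranylcypromine positive control for full effect; values of inactives mirror those of a sister screen read the other way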
* marks the source's active call; other numbers are inactive results; / = not tested or not shown.

SMILES,CYP2C19 act,CYP2C9 act,EphB4 antag,HIV Rev-RRE inh,CYP2C9 inhib,PLAP act,PLK1 inh,Plk1 PBD FP,CYP2C19 inhib
O=C(Nc1ccc(Br)c(Cl)c1)C1CC1,0.7,0.9,8,4,8,1,-3,-9,26
O=C(Nc1cccc(C(F)(F)F)c1)c1ccc2nc(-c3ccco3)c(-c3ccco3)nc2c1,0.7,0.5,2,16,49,1.8,17,-7,34
CCN(CC(=O)NC1CCCC1)S(=O)(=O)c1ccc(C)cc1,0.7,1.2,0,2,-23,1.1,-2,4,26
O=C(NCCCN1CCOCC1)c1cc(-c2ccc3c(c2)OCO3)nc2ccccc12,0.9,0.5,-5,0,54*,1.6,72*,28,12
N#CCC(CNc1ncc(C(F)(F)F)cc1Cl)OC(=O)c1c(F)cccc1F (stereo unspecified),/,/,4,18,/,/,-5,25,/
Cc1ccc(SCc2nc(-c3ccccn3)no2)cc1,0.1,0.5,-3,3,52*,0.8,3,-4,86*
CCCCNC(=S)N/N=C1\C(=O)c2cccc3cccc1c23,1,0.8,5,6,24,1,-11,-26,4
CCCCCCC(=O)c1c(C)[nH]c(C(=O)OCC)c1C,0.8,0.3,7,9,71*,0.9,-16,11,25
COc1cc(CC(=O)Nc2sccc2C(N)=O)cc(OC)c1OC,1,0.8,-4,10,18,1.5,-14,15,-3
CCOC(=O)c1cn(CC)c2ccc(S(=O)(=O)N3CC(C)CC(C)C3)cc2c1=O (stereo unspecified),/,/,8,4,/,/,-2,-14,/
CS(=O)(=O)Nc1ccc(C(=O)NC2CC3CCC2C3)cc1 (stereo unspecified),1,1.1,2,9,-7,0.9,-6,-18,-3
CCOC(=O)c1cn2cccnc2n1,0.9,1,-11,4,4,0.8,-11,-11,10
C=CCN1C(=NC(=O)CC)SC2CS(=O)(=O)CC21 (stereo unspecified),1,1,2,5,4,1,-12,-21,-4
Cc1cc(NC(=O)C2C3C(=O)N(Cc4ccc(Cl)cc4)C(C(=O)NC(C)(C)C)C34C=CC2(C)O4)no1 (stereo unspecified),1.2,1.2,10,4,-18,1.1,-7,-6,-19
CS(=O)(=O)N(CC(=O)NCc1ccc(Cl)cc1)C1CCCCC1,/,/,-3,2,/,/,-9,-15,/
O=C(c1ccco1)N1CCN(c2nc3ccsc3c(=O)s2)CC1,0.6,0.4,/,/,64*,1.1,/,/,44
O=C(c1ccccc1)N(Cc1ccc(F)cc1)C1CCS(=O)(=O)C1 (stereo unspecified),0.6,1,1,5,2,1,-12,-2,36
CC(C(=O)Nc1sccc1C(N)=O)N1C(=O)C2CC=CCC2C1=O (stereo unspecified),0.9,0.8,3,5,19,1.1,-3,7,9
Cc1cc(C)c2nc(N3CCN(C)CC3)c(C#N)cc2c1,1,1,-2,8,-1,1.5,2,3,5
COC(=O)Cc1cn(-c2ncc(C(F)(F)F)cc2Cl)c2ccccc12,0.3,0.3,2,16,71*,1.4,-3,3,74*
CCOC(=O)c1nc2nc(C)c(Cl)c(=O)n2[nH]1,1.1,1,-2,8,5,1,-2,-12,-11
CC(C)c1nnc(NC(=O)CN2C(=O)c3ccccc3C2=O)s1,1,0.8,-4,1,16,0.9,-10,-7,2
CCc1c(C)nc2ncnn2c1N1CCC(C(=O)N2CCN(c3ccc(F)cc3)CC2)CC1,0.4,0.9,-2,9,6,1.6,-1,3,61*
Cc1ccccc1-n1ncc2c(SCC(=O)N3c4ccccc4CC3C)ncnc21 (stereo unspecified),0.7,0.4,0,8,62*,1.1,-1,-31,34
O=C(CS(=O)(=O)Cc1ccccc1)Nc1ccc(Cl)cn1,/,/,5,6,/,/,-1,-16,/
COc1ccccc1NC(=O)c1sc2nc(Cc3ccccc3)cc(C(F)(F)F)c2c1N,0.8,0.8,5,44*,22,1.1,-9,8,21
Fc1ccc2[nH]c3c(N4CCN(c5ccccc5)CC4)ncnc3c2c1,1,0.9,/,/,5,0.8,/,/,-1
CC1(C)N=C(N)N=C(N)N1c1ccc(F)cc1F,1,1,0,10,0,1,-8,1,-4
O=C(CN(C(=O)CNS(=O)(=O)c1ccccc1)C1CCCC1)NCc1ccco1,0.5,0.8,/,/,18,1.7,/,/,46
COc1cccc(C(=O)N(CN2CCCC2=O)c2cccc(Cl)c2)c1,0.9,1,2,-1,0,1,-13,0,5
Cc1c(C)n(C(=O)CN2CCN(c3ccccc3)CC2)c2ccccc12,0.4,1.6,-5,0,-57,1,-14,13,56*
CCc1nnc(NC(=O)CC(CN(C)S(=O)(=O)c2ccccc2)c2ccccc2)s1 (stereo unspecified),0.8,0.6,-3,10,44,1,-4,-7,24
CCc1ccc(N2CC(C(=O)NCc3ccc4c(c3)OCO4)CC2=O)cc1 (stereo unspecified),0.9,1,0,-2,4,0.8,2,25,8
O=C(COc1cccc(C(F)(F)F)c1)Nc1ccc(S(=O)(=O)N2CCCC2)cc1,1.1,1,10,10,-4,1.4,0,-11,-13
COc1cc(C(=O)NCCc2ccc3c(c2)OCCO3)ccc1OCC(=O)N1CCOCC1,0.9,0.7,-1,11,29,1.6,-4,-29,14
O=c1cc(CN2CCN(c3ccc(F)cc3)CC2)nc2sccn12,0.9,1,7,21,-1,0.9,-9,2,6
C=CCNC(=O)NC(=O)COC(=O)/C(C#N)=C/c1cc(C)n(CCC(C)C)c1C,1,1,-1,9,2,1.2,-7,-12,-2
Cn1c(COc2ccc(Cl)cc2)nnc1SCC(=O)NC1CCCCC1,/,/,5,9,/,/,-18,-5,/
COc1ccc(OC)c(NC(=O)CCN2CCC(C)CC2)c1,0.1,0.9,-3,7,5,1.4,1,-6,90*
COc1ccc(C)cc1-n1nnnc1SCC(=O)N1CCC(C(=O)Nc2nccs2)CC1,0.7,0.8,-2,10,24,1.6,-1,19,33
CC(=O)c1c(C)nc(C)nc1NC(=O)C(C)C,1,1.1,-10,10,-14,1.4,0,0,-3
CC(=O)N1CCN(C(=S)c2ccc(N(C)C)cc2)CC1,0.8,0.9,8,9,8,0.9,-8,-3,16
Cc1ccc(S(=O)(=O)ON=C2CCN(S(=O)(=O)c3ccccc3)CC2)cc1,1,0.9,2,9,5,1.1,-12,-12,-3
CCOc1ccccc1/C=c1\sc2nc(-c3ccco3)nn2c1=O,0.8,1.1,-6,-1,-11,1.6,-9,-18,15
CCC1Oc2ccc(C)cc2N(CC(=O)N(Cc2ccncc2)Cc2ccco2)C1=O (stereo unspecified),/,/,4,6,/,/,-9,2,/
O=C(CSc1nc(-c2ccccc2)cc(=O)[nH]1)N1CCOCC1,1,1,-3,5,-1,1.1,-10,-24,-4
Cc1ccc(NC(=O)/C(=C\c2cccc([N+](=O)[O-])c2)NC(=O)c2cccs2)cc1,0.9,0.9,-1,-4,15,1,-14,-5,6
CCC(CC)NC(=O)c1cc2c(C)nn(Cc3ccccc3Cl)c2s1,0.6,0.3,0,6,71*,0.8,-11,1,39
COc1c2c(nc3ccccc13)OC(C(C)(O)COC(C)=O)C2 (stereo unspecified),0.8,0.9,4,4,6,1.6,-3,-13,25
COC1(OC)C(=N/O)/C(=N\O)CCC1O (stereo unspecified),1,1.1,-7,2,-6,0.9,-9,-17,1

(more compounds)
SMILES,CYP2C19 act,CYP2C9 act,EphB4 antag,HIV Rev-RRE inh,CYP2C9 inhib,PLAP act,PLK1 inh,Plk1 PBD FP,CYP2C19 inhib
O=S(=O)(N/N=C\C=C\c1ccccc1)c1ccccc1,/,/,-4,5,/,/,-8,14,/
CNc1nc(C)c(C(=O)OCc2ccccc2)s1,0.2,0.5,6,-3,54*,1.1,2,-12,85*
CCOC(=O)CN1CC23C=CC(O2)C(C(=O)Nc2ccc4c(c2)OCO4)C3C1=O (stereo unspecified),1,1,/,/,-2,0.9,/,/,-3
Cc1csc(SCC(=O)c2c(N)n(CC(C)C)c(=O)n(C)c2=O)n1,0.9,1,1,-4,2,0.8,-6,13,14
CN1CCc2c(sc(NC(=O)c3ccc(S(=O)(=O)N4CCOCC4)cc3)c2C(N)=O)C1,0.9,0.7,/,/,25,1.3,/,/,8
CN(C1CCCCC1)S(=O)(=O)c1ccc(NC(=O)C2CCCCC2C(=O)O)cc1 (stereo unspecified),0.9,1,-1,-6,1,1.4,-8,7,12
O=C(NCC1CCCO1)C(c1cccs1)N(Cc1cccs1)C(=O)Cn1nnc(-c2cccs2)n1 (stereo unspecified),/,/,7,4,/,/,-5,12,/
Cc1cccc(OCC2=NS(=O)(=O)c3ccccc3N2)c1,0.7,0.5,-1,4,51*,1.1,-5,10,30
O=C(CCSc1ccccc1)NC1CCCC1,0.2,0.9,/,/,6,1.2,/,/,83*
O=C(c1ccco1)N1CCN(C(=O)c2cnn3c(C(F)(F)F)cc(-c4cccs4)nc23)CC1,0.7,0.8,-1,1,16,1,-17,-2,30
Cc1c(C(=O)O)c2cc(O)ccc2n1-c1ccccc1,0.7,0.6,4,6,36,1.3,-10,-24,34
O=C(O)C1Cc2ccccc2CN1S(=O)(=O)c1ccc2ccccc2c1 (stereo unspecified),1,0.9,-6,-1,8,1.4,-7,4,4
Cc1cccc(NC2SC(=O)N(CC(=O)O)C2=O)c1 (stereo unspecified),/,/,0,6,/,/,-9,-4,/
CCN1CCCC1Cn1cnc2c([nH]c3cccc(Cl)c32)c1=O (stereo unspecified),0.9,0.9,4,14,8,1.2,-8,-20,7
CC/C(=C1/C(=O)CC(C)(C)C(C(=O)OC)C1=O)N1CCCC1 (stereo unspecified),1,0.9,/,/,6,0.9,/,/,4
CC1CC(=O)c2cnc(Nc3cccc(C(F)(F)F)c3)nc2C1 (stereo unspecified),0.5,0.7,0,9,26,0.8,-6,-3,53*
CS(=O)(=O)N(CCc1ccccc1)CC(=O)N1CCCCC1,0.9,1.1,-9,1,-10,1,-16,12,7
O=S(=O)(c1cccc(-c2cn3cc(Cl)ccc3n2)c1)N1CCOCC1,1,0.9,/,/,10,1,/,/,4
N/C(=N\OS(=O)(=O)c1ccc2ccccc2c1)c1ccncc1,0.7,0.3,-8,-1,68*,0.7,-5,-8,30
CCCc1ccc(Oc2c(-c3ccc(O)c(C)c3O)n[nH]c2C)cc1,0,0,/,/,98*,1.8,/,/,100*

Profiles from above:
`CCN1CCCC1Cn1cnc2c([nH]c3cccc(Cl)c32)c1=O` (stereo unspecified) in the list: CYP2C19 act: 0.9; CYP2C9 act: 0.9; EphB4 antag: 4; HIV Rev-RRE inh: 14; CYP2C9 inhib: 8; PLAP act: 1.2; PLK1 inh: -8; Plk1 PBD FP: -20; CYP2C19 inhib: 7
`Cc1cccc(NC2SC(=O)N(CC(=O)O)C2=O)c1` (stereo unspecified) in the list: CYP2C19 act: /; CYP2C9 act: /; EphB4 antag: 0; HIV Rev-RRE inh: 6; CYP2C9 inhib: /; PLAP act: /; PLK1 inh: -9; Plk1 PBD FP: -4; CYP2C19 inhib: /

Following part:
SMILES,CYP2C19 act,CYP2C9 act,EphB4 antag,HIV Rev-RRE inh,CYP2C9 inhib,PLAP act,PLK1 inh,Plk1 PBD FP,CYP2C19 inhib
CCC(=O)Nc1nc2nc(C)cc(=O)n2[nH]1,1,1,3,8,-3,1,-4,29,3
Cc1ccc(-c2nc(CSCC(=O)N3CCN(C(=O)c4ccco4)CC3)c(C)o2)cc1,0.9,0.7,-8,0,28,1.6,-5,-3,11
CCOC(=O)Cn1c(=NC(=O)CSC(C)=O)sc2cc(F)ccc21,0.7,0.8,1,1,16,1,3,-26,35
CCOC(=O)N=S(=O)(Oc1ccc([N+](=O)[O-])cc1)c1ccccc1 (stereo unspecified),0.2,0.7,3,2,29,0.9,-6,15,78*
CN(c1ccc(C(=O)Nc2ccccc2Sc2ccccc2)cc1)S(C)(=O)=O,0.7,0.5,-10,9,46,1.2,-9,-13,30
